Assay outcomes deposited in PubChem BioAssay by several laboratories.
MITF TRPM1 HTS = activators of MITF-driven TRPM1 promoter reporter, primary screen, cell-based, SK-MEL-5, luciferase, single point | SK-MEL-5 TRPM1-promoter luciferase, 24 h; % of positive control, neutral wells = 0 | activation, % at 12.5 µM | 0.75% of 300,000 active | AID 588334, 2011;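 active = mean activation of at least 80% with every replicate also reaching 80%; inconclusive = mean reaches 80% but some replicate falls short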;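 also: 0% = neutral control wells and 100% = parthenolide positive control wells; values of inactives mirror those of a sister screen read the other way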
SR-BI HDL uptake = inhibitors of SR-BI mediated HDL lipid uptake, primary screen, ldlA[mSR-BI] cells, fluorescence, single point; Scavenger receptor class B member 1 (Mus musculus), Q61009; ldlA[mSR-BI] CHO cells, DiI-HDL uptake fluorescence, 3 h; inhibition, % at 12.5 µM; 0.96% of 320,000 active; AID 488896, 2010;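 active = mean replicate inhibition of at least 70% and a set share of replicates each scoring 70 or more; inconclusive = meets just one of the two criteria; inactive = fails both criteria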;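 also: 0% = median of neutral control wells and 100% = median of positive control wells; values of inactives mirror those of a sister screen read the other way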
Target sequence (Q61009 whole entry, looked up): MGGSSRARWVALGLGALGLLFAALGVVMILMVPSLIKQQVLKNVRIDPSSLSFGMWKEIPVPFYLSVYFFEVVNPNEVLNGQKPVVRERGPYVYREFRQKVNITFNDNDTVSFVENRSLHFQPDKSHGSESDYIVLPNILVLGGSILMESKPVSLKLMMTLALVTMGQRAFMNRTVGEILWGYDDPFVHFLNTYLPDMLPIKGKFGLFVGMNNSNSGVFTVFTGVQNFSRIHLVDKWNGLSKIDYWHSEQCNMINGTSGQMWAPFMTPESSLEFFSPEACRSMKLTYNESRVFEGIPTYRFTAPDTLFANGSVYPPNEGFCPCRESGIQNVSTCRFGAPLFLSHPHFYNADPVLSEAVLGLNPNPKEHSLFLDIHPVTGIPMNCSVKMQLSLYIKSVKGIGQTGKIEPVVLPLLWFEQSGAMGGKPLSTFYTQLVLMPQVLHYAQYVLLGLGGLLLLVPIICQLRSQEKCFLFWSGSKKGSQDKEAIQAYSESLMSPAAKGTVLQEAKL
HTR5A ag ctr = HTR5A agonists in luminescence cell assay, primary screen, counter-screen for OPRM1-OPRD1 heterodimer agonist project, full-deck HTS | 5-hydroxytryptamine receptor 5A (Homo sapiens), P47898 | cell-based | activation, % at 9.3 µM | 0.61% of 340,000 active | AID 504692, 2011; in the data active = activation mostly above about 9.5%, no sharp cut-off; inactive = mostly below about 7.6%;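 also: 0% = cells with vehicle only and 100% = reference agonist; strong numbers were not always called active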
V-ATPase pH = regulators of yeast V-ATPase proton pumping, primary screen, pHLuorin cytosolic pH fluorescence; S. cerevisiae; response, % at 10 µM; 0.37% of 350,000 active; AID 504577, 2011; in the data active = response mostly above about 7.3%, no sharp cut-off; inactive = mostly below about 5.4%; also: actives read high; inactives centre near 0; some compounds called inactive have numbers as strong as hits; reference of the scale not given here
NSD2 inh = NSD2 histone methyltransferase inhibitors, primary screen, biochemical, AlphaScreen, single concentration, set 2; Histone-lysine N-methyltransferase NSD2 (Homo sapiens), O96028; NSD2 peptide methylation, 120 min; inhibition, % at 12.5 µM; 0.54% of 310,000 active; AID 743445, 2014; in the data active = inhibition above about 50%
dFosB act = activators of delta FosB homodimer, primary screen, biochemical, fluorescence polarization, TAMRA-CDK5 oligo, single point; Protein FosB (Mus musculus), P13346; AID 493131, 2011; 0.99% of 340,000 active; purified delta FosB; percent of positive-control signal above neutral wells; activation, % at 25 µM;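 active = mean activation above about 17%, with every replicate also reaching it, limit read from the data, passing the limit was not always enough; inconclusive = only one of the two conditions met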;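 also: fluorescence polarization rise as delta FosB binds a TAMRA Cdk5 AP-1 oligo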
Target sequence (P13346 whole entry, looked up): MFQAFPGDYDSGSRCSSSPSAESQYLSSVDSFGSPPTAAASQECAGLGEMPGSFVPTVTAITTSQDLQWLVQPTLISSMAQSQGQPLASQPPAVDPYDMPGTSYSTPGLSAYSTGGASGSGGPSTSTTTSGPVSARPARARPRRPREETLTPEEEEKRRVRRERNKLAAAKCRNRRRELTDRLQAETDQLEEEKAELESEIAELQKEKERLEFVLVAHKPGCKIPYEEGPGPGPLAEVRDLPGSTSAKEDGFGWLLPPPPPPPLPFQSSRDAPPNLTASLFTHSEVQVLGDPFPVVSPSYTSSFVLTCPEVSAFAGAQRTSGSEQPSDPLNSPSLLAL
Wnt act = Wnt/beta-catenin pathway activators, primary screen, cell-based, plate reader, single point | Wnt/beta-catenin reporter cell assay, activator | activation, % at 9.35 µM | 1.2% of 300,000 active; in the data active = activation above about 30%, passing the limit was not always enough; inconclusive = no clear call, values can overlap the other calls;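 also: 0% = neutral control wells and 100% = positive control wells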
PvdQ acylase = P. aeruginosa PvdQ acylase inhibitors, primary screen, biochemical, fluorescence, plate reader and imaging, single point; inhibition, % at 10 µM; 0.063% of 340,000 active; purified PvdQ acylase; AID 488965, 2010; in the data active = inhibition above about 30%, passing the limit was not always enough; inconclusive = no clear call, values can overlap the other calls;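 also: 0% = vehicle neutral wells and 100% = reference inhibitor wells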
CDK5 inh = inhibitors of human CDK5/p35 kinase, primary screen, biochemical, single concentration | 0.01% of 330,000 active | AID 488839, 2010 | inhibition, % at 10 µM | Recombinant CDK5/p35, ADP-Glo luminescence, 60 min;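 active = highest replicate inhibition of at least 50% and at least 75% of replicates reaching 50%; inconclusive = only one of the two criteria met; inactive = both criteria failed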;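 also: plate controls were DMSO neutral control for no effect and GW8510 at 10 µM for full effect; many of its hits are not listed in these tables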
HTR5A inv ctr = HTR5A inverse agonists in luminescence cell assay, primary screen, counter-screen for OPRM1-OPRD1 heterodimer inverse agonist project, full-deck HTS; 0.083% of 340,000 active; 5-hydroxytryptamine receptor 5A (Homo sapiens), P47898; inhibition, % at 9.3 µM; HTR5A cell line, inverse agonism; in the data active = inhibition mostly above about 23%, no sharp cut-off; inactive = mostly below about 18%;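 also: 0% = cells with DMSO and 100% = no-cell wells with DMSO; some compounds called inactive have numbers as strong as hits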
* = called active by the depositor; ? = inconclusive; . = no result given. The order is random, and some 5% of all compounds hit somewhere here.

1. Cc1ccsc1C(=O)OCC(=O)c1cc(C)n(CC2CCCO2)c1C (stereo not given)
2. CN(Cc1nccn1C)C(=O)c1ccc(OC2CCN(CCc3ccccc3)CC2)cc1
3. NN/C(=C\[N+](=O)[O-])Nc1ccccc1
4. COc1ccccc1OCC(=O)NNC(=O)CCCC(=O)NNC(=O)COc1ccccc1OC
5. O=C(Nc1cccc2ccccc12)c1ccc(OC(=S)N2CCOCC2)cc1
6. COC(=O)c1cccc(COC(=O)c2ccc(CS(=O)(=O)c3ccc(C)cc3)cc2)c1
7. CC(=O)OCC=C1CCC2C3CC(C)C4=CC(=O)CCC4(C)C3C(O)CC12C (stereo not given)
8. CCCCCC(=O)N1CCN(c2ccc(C(C)=O)cc2F)CC1
entry no.	1	2	3	4	5	6	7	8
MITF TRPM1 HTS	-66	3	7	.	42	.	-6	-2
SR-BI HDL uptake	-7	-3	-21	-1	16	-47	26	7
HTR5A ag ctr	-2	3	0	4	6	-2	7	-3
V-ATPase pH	1	0	-6	-1	9	7	2	-2
NSD2 inh	5	8	3	-1	-4	-2	-6	.
dFosB act	-7	-3	-7	0	-6	0	-22	-5
Wnt act	.	-1	12	0	15	.	0	-3
PvdQ acylase	-6	-9	-13	-13	-13	8	-17	3
CDK5 inh	.	-0.6	1.7	-0.4	1.8	0.9	2.0	0.2
HTR5A inv ctr	-11	10	-1	-16	-5	5	-27	0

An excerpt from above, limited to SR-BI HDL uptake, NSD2 inh and HTR5A ag ctr.
item | compound | SR-BI HDL uptake | NSD2 inh | HTR5A ag ctr
7 | CC(=O)OCC=C1CCC2C3CC(C)C4=CC(=O)CCC4(C)C3C(O)CC12C (stereo not given) | 26 | -6 | 7
8 | CCCCCC(=O)N1CCN(c2ccc(C(C)=O)cc2F)CC1 | 7 | . | -3

Further compounds
9. CCOc1ccc(NC(=O)CN(C)C(=O)CCCc2nc3ccccc3c(=O)[nH]2)cc1OCC
10. COc1cc(/C=N/NC(=O)c2ccc(NC(=O)C3CC3)cc2)ccc1OC(C)=O
11. CN1CCN(S(=O)(=O)c2ccc(Cl)c3ccccc23)CC1
12. CCCCCCCCCOC(=O)C[n+]1csc(CCO)c1C
13. O=C(CCSc1nc(-c2ccco2)cc(C(F)(F)F)n1)N1CCN(c2ccccn2)CC1
14. COc1ccc(-c2ccc(CCC(=O)O)n2NC(=O)c2ccc(O)cc2)cc1
15. COC(=O)c1ccc(CN2CCCC(C(=O)c3cc(F)ccc3OC)C2)cc1 (stereo not given)
16. Cc1ccc(Cn2ccc(NC(=O)c3nn(C)cc3[N+](=O)[O-])n2)cc1
entry no.	9	10	11	12	13	14	15	16
MITF TRPM1 HTS	-7	2	-14	-1	3	16	-2	-19
SR-BI HDL uptake	34	15	-7	-2	44	-5	10	-21
HTR5A ag ctr	-6	-2	-3	0	-1	7	2	1
V-ATPase pH	0	1	0	-20	-4	1	-3	5
NSD2 inh	-1	1	4	-3	0	-1	2	0
dFosB act	-2	2	2	-2	10	-2	1	-2
Wnt act	-2	4	-6	.	.	-1	0	-3
PvdQ acylase	-10	-8	5	3	12	-10	2	-19
CDK5 inh	-0.1	1.1	-1.3	-1.0	-0.9	-0.2	1.9	-0.8
HTR5A inv ctr	-5	-21	8	-20	3	12	-6	-2

17. COc1ccc(-c2nc(S(=O)(=O)c3ccccc3)c(NCCCN3CCOCC3)o2)cc1
18. CCN(CC)CCn1c2ccccc2c2nc3ccccc3nc21
19. CCc1ccc(NC(=O)c2cc(-c3ccc4c(c3)OCO4)on2)cc1
20. CNc1cc(NS(=O)(=O)c2ccc(N)cc2)nc(NC)n1
21. CCn1cc(C(C)(C)C)c(C#N)c1NC(C)=O
22. Cc1ccccc1-c1nnc(SCC(=O)NC2CCCC2)n1C
23. COc1ccc(NC(=O)Nc2cccc3c2O[C@H](CN(C)S(=O)(=O)c2ccccc2)[C@@H](C)CN([C@H](C)CO)C3=O)cc1
24. O=C(O)c1n[nH]c2ccccc12
entry no.	17	18	19	20	21	22	23	24
MITF TRPM1 HTS	0	.	10	11	6	6	7	-7
SR-BI HDL uptake	-19	7	-15	-5	-43	-35	4	.
HTR5A ag ctr	3	-2	1	0	2	9	0	7
V-ATPase pH	-3	1	-3	-3	1	-2	0	0
NSD2 inh	3	14	87*	.	3	-1	.	0
dFosB act	-16	-33	-3	-3	5	-10	-12	-3
Wnt act	-5	3	-3	2	0	1	-1	-1
PvdQ acylase	-13	-15	4	8	-11	-10	-3	-10
CDK5 inh	0.6	-0.7	-1.7	1.9	1.4	-0.7	0.0	-1.0
HTR5A inv ctr	14	9	0	0	-6	-28	9	-17

25. O=C1COc2ccc(S(=O)(=O)N3CCN(c4cccc(C(F)(F)F)c4)CC3)cc2N1
26. Cc1ccc(NC(=O)c2ccco2)c(NC(=O)C2CCCO2)c1 (stereo not given)
27. CCN1CCN(C(=O)c2ccccc2Nc2ccc(SC(F)F)cc2)CC1
28. CC(C)(CNC(=O)c1ccc(S(=O)(=O)Nc2ccc(Cl)cc2)cc1)N1CCOCC1
29. O=c1[nH]c2ccccc2nc1N1CCOCC1
30. Cc1ccc(C)c2[nH]c(=O)c(CN(CCN3CCOCC3)Cc3nnnn3CC3CCCO3)cc12 (stereo not given)
31. NC(=O)c1nsc(C(=O)N(c2ccc3c(c2)OCCO3)C(C(=O)NCC2CCCO2)c2ccc(F)cc2)c1N (stereo not given)
32. CC1(C(=O)NC2CCCC2)CCC(=O)N1Cc1ccccc1 (stereo not given)
entry no.	25	26	27	28	29	30	31	32
MITF TRPM1 HTS	1	3	28	.	6	-8	9	-5
SR-BI HDL uptake	-4	-13	-2	23	3	-8	-11	-13
HTR5A ag ctr	4	-3	-2	0	-1	1	-2	-3
V-ATPase pH	-1	5	-1	-1	4	-5	-1	-1
NSD2 inh	-3	-2	23	5	5	-9	6	-3
dFosB act	-3	0	-9	-5	-2	-10	1	4
Wnt act	-2	0	-2	1	-7	-4	1	-3
PvdQ acylase	-12	-8	-2	-1	-17	-3	7	-2
CDK5 inh	-0.7	-0.7	-1.1	0.1	-2.2	-0.3	-1.0	-2.0
HTR5A inv ctr	-16	7	6	1	-10	11	5	7

33. CC(C(=O)NCC1CCCO1)N1C(=O)C2C3CC(C(Br)C3Br)C2C1=O (stereo not given)
34. O=C(CC(NS(=O)(=O)c1ccc(Cl)cc1)c1ccco1)NC1CCCC1 (stereo not given)
35. C/C(=C\C(=O)c1ccc(Br)cc1)Nc1cccc(Cl)c1
36. CCCOC(=O)/C(C(N)=NCc1ccccc1)=C(\O)OCCC
37. Cc1cnc(C(=O)OCC(=O)c2ccc[nH]2)cn1
38. Cc1ccc(-c2nnc(C)c(N3CC(C)OC(C)C3)n2)cc1 (stereo not given)
39. Cc1ccc(NS(=O)(=O)c2ccc(C(=O)OCC(=O)Nc3cc(C)on3)cc2)cc1
40. COc1cc(OC)cc(C(=O)NCC(=O)N2CCCCC2)c1
entry no.	33	34	35	36	37	38	39	40
MITF TRPM1 HTS	-9	14	-2	.	13	.	1	.
SR-BI HDL uptake	-23	-9	-54	18	-13	4	-10	1
HTR5A ag ctr	-1	-3	4	8	3	1	-3	0
V-ATPase pH	0	-4	-3	-1	-7	-3	-1	-1
NSD2 inh	-1	.	.	2	-3	0	2	-3
dFosB act	-2	-2	4	-6	-4	-3	-10	-1
Wnt act	2	-1	.	?	0	-2	-1	0
PvdQ acylase	-13	-2	-8	-3	-3	-6	3	4
CDK5 inh	1.9	-0.5	0.0	1.7	-0.2	-0.8	0.7	-0.9
HTR5A inv ctr	8	20	0	-11	22	-1	7	-10

41. O=C(NNS(=O)(=O)c1ccc(Cl)cc1)c1cccc(S(=O)(=O)N2CCOCC2)c1
42. Cc1ccc(N2CC(C(=O)N3CCC(C(=O)Nc4nncs4)CC3)CC2=O)cc1 (stereo not given)
43. COc1ccc(Cl)c2sc(N(CCN(C)C)C(=O)CCS(=O)(=O)c3ccc(C)cc3)nc12
44. CCC(C)(C)n1nnnc1C(c1ccc(C)cc1)N(Cc1ccco1)Cc1cccs1 (stereo not given)
45. O=C1CC(N2CCN(c3ccc(F)cc3)CC2)C(=O)N1c1ccc(F)cc1 (stereo not given)
46. Cc1ccc(N(CC(O)CN2CCCCC2)S(=O)(=O)c2ccccc2[N+](=O)[O-])cc1 (stereo not given)
47. O=C(COC(=O)CC1CC2CCC1C2)NCc1ccc(F)cc1 (stereo not given)
48. C#CCOCCOCCOCCNc1nc(N2CCN(C(=O)[C@H](CCC(=O)O)n3cc([C@@H](N)CO)nn3)CC2)nc(N2CCN(C(=O)[C@H](CCC(=O)O)n3cc([C@@H](N)CCSC)nn3)CC2)n1
entry no.	41	42	43	44	45	46	47	48
MITF TRPM1 HTS	-6	-3	-5	5	3	8	2	-7
SR-BI HDL uptake	-3	-9	-34	-3	-2	-10	-12	-19
HTR5A ag ctr	6	4	-6	3	-2	-3	-1	1
V-ATPase pH	2	-1	0	0	-3	0	1	-1
NSD2 inh	-3	-2	-2	-3	1	2	3	.
dFosB act	0	1	82*	-7	-6	-2	2	0
Wnt act	-3	3	-4	-6	12	1	-2	-1
PvdQ acylase	-12	-11	-6	-12	-19	3	-15	-7
CDK5 inh	-1.0	-1.3	1.9	-1.6	-0.2	-0.6	1.0	0.1
HTR5A inv ctr	18	-10	0	-10	9	8	3	-6

49. CN(C)C(=O)C1CCC(=O)N1Cc1cccs1 (stereo not given)
50. COc1ccc2[nH]c3c(c2c1)CCN1C(=O)C(CC(=O)NC(C)(C)C)C[C@H](C(=O)N(C(C)C)C(C)C)[C@@]31C (stereo not given in full)
51. Cn1ncc([N+](=O)[O-])c1C(=O)Nc1nccs1
52. CCc1ccc(/C=C2/SC(=S)N(CCC(=O)Nc3cccc(C(=O)O)c3)C2=O)cc1
53. CCOC(=O)NC(=O)c1cn(Nc2ccccc2)c(=O)[nH]c1=O
entry no.	49	50	51	52	53
MITF TRPM1 HTS	-14	-4	3	12	.
SR-BI HDL uptake	-15	-25	-16	-16	1
HTR5A ag ctr	4	-1	0	3	1
V-ATPase pH	0	3	-1	1	10
NSD2 inh	11	.	0	3	-2
dFosB act	1	-9	-2	-22	7
Wnt act	0	-2	-3	6	2
PvdQ acylase	-16	-4	-11	-4	-12
CDK5 inh	-1.1	0.0	-1.8	0.0	-1.0
HTR5A inv ctr	-2	3	-1	-8	-15

4 entries out of the list above, ordered by their value in NSD2 inh, low to high.
cpd	smiles	NSD2 inh
53	CCOC(=O)NC(=O)c1cn(Nc2ccccc2)c(=O)[nH]c1=O	-2
51	Cn1ncc([N+](=O)[O-])c1C(=O)Nc1nccs1	0
52	CCc1ccc(/C=C2/SC(=S)N(CCC(=O)Nc3cccc(C(=O)O)c3)C2=O)cc1	3
49	CN(C)C(=O)C1CCC(=O)N1Cc1cccs1 (stereo not given)	11
